Bioassay records deposited in PubChem by Sanford-Burnham Center for Chemical Genomics.
SENP6 inh = SENP6 protease inhibition. 330,000 compounds, 1.8% hits. Q9GZR1. Recombinant SENP6 catalytic domain, aminoluciferin luminescence. AID 2599. inhibition, % at 10 µM;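 active = inhibition above about 50% at the single tested dose, limit read from the data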;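 also: plate controls were DMSO wells with enzyme for no effect and DMSO wells lacking enzyme for full effect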
SENP8 inh = SENP8 (human) protease inhibition; Q96LD8; recombinant SENP8, Nedd8 substrate fluorescence; inhibition, % at 20 µM; 360,000 compounds, 0.64% hits; in the data active = inhibition mostly above about 40%, no sharp cut-off; inactive = mostly below about 27%
Target sequence (Q96LD8 whole entry, looked up): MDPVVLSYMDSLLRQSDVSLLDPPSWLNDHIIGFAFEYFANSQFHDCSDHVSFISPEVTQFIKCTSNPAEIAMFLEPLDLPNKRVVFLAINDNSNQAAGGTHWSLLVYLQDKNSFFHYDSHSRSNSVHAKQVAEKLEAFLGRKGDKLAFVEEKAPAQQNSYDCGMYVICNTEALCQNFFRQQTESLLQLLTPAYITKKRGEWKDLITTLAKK
PfGluPho inh = PfG6PD (Plasmodium falciparum) enzyme inhibition; 350,000 compounds, 0.78% hits; inhibition, % at 20 µM; PfGluPho enzyme, NADPH resazurin-diaphorase fluorescence;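 active = inhibition reaching at least a set limit at 20 µM in the primary screen, cut at about 59% in these data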;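 also: 0% = DMSO wells with substrate and 100% = DMSO wells lacking glucose-6-phosphate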
MPTP inh = inhibitors of mitochondrial permeability transition pore; isolated mouse mitochondria, Ca2+ swelling absorbance, 30 min; inhibition, % at 10 µM; 360,000 compounds, 1.4% hits;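 active = inhibition of 50% or more, scaled per plate between neutral and stimulator controls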;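 also: 0% = DMSO wells given calcium and 100% = 1 mM EGTA wells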
ATG4B inhibitor = blocks human ATG4B protease cleavage of LC3 substrate; Q9Y4P1; ATG4B cleavage of LC3-PLA2, NBD-HPC fluorescence, 1 h; inhibition, % at 8.33 µM; 340,000 compounds, 0.51% hits; AID 504462; in the data active = inhibition above about 40%
Target sequence (Q9Y4P1 whole entry, looked up): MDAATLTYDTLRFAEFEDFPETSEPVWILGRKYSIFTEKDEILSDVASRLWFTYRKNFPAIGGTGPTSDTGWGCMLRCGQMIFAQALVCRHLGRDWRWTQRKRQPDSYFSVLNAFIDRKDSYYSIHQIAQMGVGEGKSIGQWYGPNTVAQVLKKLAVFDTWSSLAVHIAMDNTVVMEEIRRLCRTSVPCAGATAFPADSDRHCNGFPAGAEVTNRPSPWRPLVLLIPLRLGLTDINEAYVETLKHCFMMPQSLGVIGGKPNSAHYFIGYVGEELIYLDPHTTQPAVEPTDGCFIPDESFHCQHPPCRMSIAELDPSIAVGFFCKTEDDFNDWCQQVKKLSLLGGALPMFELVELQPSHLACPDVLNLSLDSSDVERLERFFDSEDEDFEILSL
HKDC1 inhibitor = HKDC1 (human) hexokinase inhibition. AID 493160. 340,000 compounds, 0.16% hits. Q2TB90. recombinant HKDC1, G6PDH/diaphorase resazurin coupled fluorescence. inhibition, % at 20 µM;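 active = inhibition above about 35% when tested at 20 µM, limit read from the data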;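 also: plate controls were DMSO wells with enzyme for no effect and DMSO wells lacking enzyme for full effect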
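Test system: Recombinant HKDC1 (HK5) hexokinase enzyme, produced in-house | Input: HKDC1 at 5 µg/mL | Buffer or medium: Tris pH 8.0 buffer with MgCl2, Tween-20, BSA, BME | Schedule: 90 min reaction incubation at room temperature, dark | Technique: Resazurin-to-resorufin fluorescence via G6PDH and diaphorase coupling, 525/613 nm | Controls: DMSO wells with and without enzyme mix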
GRIN3A LBD mod = modulators (binders) of human NR3A ligand-binding domain. Tm shift relative to glycine control, % at 25 µM. 340,000 compounds, 2.5% hits. AID 1259313. NR3A LBD differential scanning fluorimetry, Tm shift; 0% = protein alone, 100% = glycine-bound protein;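 active = melting temperature shift of at least 10% of the positive control shift, at one fixed dose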
SENP7 inh = inhibitors of human SENP7 protease. Q9BQF6. AID 434973. inhibition, % at 5 µM. 330,000 compounds, 1.5% hits. recombinant SENP7, Z-RLRGG-aminoluciferin luminescence, 40 min;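 active = inhibition above about 50% at the single test dose, limit read from the data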;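 also: plate controls were DMSO with enzyme for no effect and no enzyme buffer wells for full effect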
* = called active by the depositor; / = no result given.

1) COc1ccc2oc(CS(=O)c3ccccc3)c(C(=O)O)c2c1 (stereo unspecified)
2) CC1Cc2ccccc2N1C(=O)CCn1c(=O)sc2ccccc21 (stereo unspecified)
3) Cc1ccnc2nc(C(=O)Nc3nnc(CC(C)C)s3)nn12
4) CC(=O)c1cccc([N+](=O)[O-])c1
5) NNc1nnc2c3cc(F)ccc3n(Cc3ccccc3)c2n1
6) CCCc1cc(=O)[nH]c(SCC(=O)N2CCN(S(=O)(=O)c3ccc(C)cc3C)CC2)n1
7) c1ccc(CNn2c(N3CCOCC3)nc3ccccc32)cc1
8) CC(=O)N1CCN(S(=O)(=O)c2ccc(C)cc2)C1c1ccc(N(C)C)cc1 (stereo unspecified)
Compound | 1 | 2 | 3 | 4 | 5 | 6 | 7 | 8
SENP6 inh | 24 | -35 | 4 | 15 | 11 | -5 | / | 8
SENP8 inh | 4 | 9 | 14 | 5 | 37* | 15 | 14 | 27
PfGluPho inh | -12 | 23 | -15 | -12 | -5 | -15 | -13 | 0
MPTP inh | -0.1 | -2.0 | -1.6 | -0.2 | -1.1 | 0.9 | -0.1 | 0.0
ATG4B inhibitor | 2 | 7 | -4 | -5 | 2 | -2 | -5 | -6
HKDC1 inhibitor | -7 | -4 | -7 | 1 | 0 | -10 | -5 | -2
GRIN3A LBD mod | 4 | -1 | 1 | -1 | -2 | 1 | 0 | -2
SENP7 inh | 0 | -14 | -1 | 10 | -10 | 5 | / | -9

Ordered by length of the SMILES (rising): some entries from above.
4) CC(=O)c1cccc([N+](=O)[O-])c1
5) NNc1nnc2c3cc(F)ccc3n(Cc3ccccc3)c2n1
3) Cc1ccnc2nc(C(=O)Nc3nnc(CC(C)C)s3)nn12
2) CC1Cc2ccccc2N1C(=O)CCn1c(=O)sc2ccccc21 (stereo unspecified)
1) COc1ccc2oc(CS(=O)c3ccccc3)c(C(=O)O)c2c1 (stereo unspecified)
8) CC(=O)N1CCN(S(=O)(=O)c2ccc(C)cc2)C1c1ccc(N(C)C)cc1 (stereo unspecified)
6) CCCc1cc(=O)[nH]c(SCC(=O)N2CCN(S(=O)(=O)c3ccc(C)cc3C)CC2)n1
Compound | 4 | 5 | 3 | 2 | 1 | 8 | 6
SENP6 inh | 15 | 11 | 4 | -35 | 24 | 8 | -5
SENP8 inh | 5 | 37* | 14 | 9 | 4 | 27 | 15
PfGluPho inh | -12 | -5 | -15 | 23 | -12 | 0 | -15
MPTP inh | -0.2 | -1.1 | -1.6 | -2.0 | -0.1 | 0.0 | 0.9
ATG4B inhibitor | -5 | 2 | -4 | 7 | 2 | -6 | -2
HKDC1 inhibitor | 1 | 0 | -7 | -4 | -7 | -2 | -10
GRIN3A LBD mod | -1 | -2 | 1 | -1 | 4 | -2 | 1
SENP7 inh | 10 | -10 | -1 | -14 | 0 | -9 | 5

Further compounds.
9) CC(=O)c1ccc(OCc2cc(C(=O)N3CCCCCCC3)no2)cc1
10) CCS(=O)(=O)N1CCC(C(=O)Nc2ccc(C(C)=O)cc2)CC1
11) COCCCNC(=O)c1cc(-c2cccnc2)nc2ccc(S(=O)(=O)N3CCCCCC3)cc12
12) CN(CC1COCCO1)c1nc2nonc2nc1N1CCSCC1 (stereo unspecified)
13) O=C(NCCc1ccccc1)C1=CCN(S(=O)(=O)c2ccccc2)CC1
14) COc1ccccc1C(=O)Nc1nc2nc(-c3ccccc3)cc(=O)n2[nH]1
15) Cc1cc(Nc2ccc(Br)cc2)nc2ccccc12
16) Cc1cc(NC(=O)c2ccco2)ccc1NC(=O)Cc1cccs1
Compound | 9 | 10 | 11 | 12 | 13 | 14 | 15 | 16
SENP6 inh | -19 | -27 | -17 | -5 | -8 | 2 | 1 | 11
SENP8 inh | 3 | 15 | 17 | 17 | 0 | -48 | -365 | 18
PfGluPho inh | -1 | -14 | -21 | -3 | -3 | -25 | 87* | -8
MPTP inh | 0.2 | 0.8 | 1.4 | 0.1 | 0.4 | -1.0 | 17 | -2.8
ATG4B inhibitor | -3 | 11 | 12 | 5 | 4 | 2 | 6 | 4
HKDC1 inhibitor | -5 | -5 | -4 | -7 | -1 | 2 | 1 | -7
GRIN3A LBD mod | -2 | -1 | 0 | -1 | -1 | 3 | 46* | 0
SENP7 inh | -18 | -1 | -15 | 8 | 17 | 9 | 1 | 3

17) COc1cccc(C(=O)Nc2cccc(-c3ccc(N4CCOCC4)nn3)c2)c1OC
18) COc1cccc(NS(=O)(=O)c2ccc3c(c2)C2C=CCC2C(c2ccc(C(=O)O)cc2)N3)c1 (stereo unspecified)
19) COc1ccc(/C(N)=N/OC(=O)Cc2ccc(C)cc2)cc1OC
20) O=C(COC(=O)CSc1ccccc1)NNC(=O)c1ccc([N+](=O)[O-])cc1
21) COC(=O)c1scc2c(Oc3ccccc3)cc(C(F)(F)F)nc12
22) COc1ccc(OCCSc2nnc(Cc3cccc4ccccc34)n2N)cc1
23) O=C(CSc1cn[nH]n1)Nc1ccccc1F
24) CCCc1nnc(NC(=O)C(CC)OC(=O)c2cc(C)nc3ccccc23)s1 (stereo unspecified)
Compound | 17 | 18 | 19 | 20 | 21 | 22 | 23 | 24
SENP6 inh | -18 | / | -8 | 0 | -29 | -5 | -2 | -16
SENP8 inh | -37 | -3 | 10 | 3 | / | 10 | -4 | 14
PfGluPho inh | -1 | 32 | 7 | -18 | 48 | 21 | 2 | 8
MPTP inh | 0.7 | 3.6 | 0.1 | -0.9 | / | 0.1 | -0.6 | 4.1
ATG4B inhibitor | -24 | 67* | -2 | 4 | -1 | -12 | 1 | -7
HKDC1 inhibitor | -3 | 4 | 2 | -8 | -3 | -1 | -6 | 3
GRIN3A LBD mod | 1 | 3 | 2 | 2 | 0 | 0 | 1 | -1
SENP7 inh | -25 | / | 7 | -8 | -10 | 6 | -3 | 4

25) CCOC(=O)NNc1ccc2nonc2c1[N+](=O)[O-]
26) CCC(C)N(CCNC(=O)c1ccc2c(c1)NC(=O)c1ccccc1S2)C1CCCCC1 (stereo unspecified)
27) CC(C)(C)NC(=O)c1nn(Cc2ccccc2)c(=O)c2ccccc12
28) O=C(c1ccccc1)N1CCOC12CCN(c1ncc(C(F)(F)F)cc1Cl)CC2
29) CCCS(=O)(=O)c1nc(S(=O)(=O)c2ccc(Cl)cc2)c(N2CCC(O)CC2)s1
30) CNS(=O)(=O)c1cccc(C(=O)OCC(=O)Nc2ccc(Cl)cc2F)c1
31) CCCCCCCN(c1ccccc1)[C@@H]1C[C@H]2CCCC(=O)N3CC[C@@H](C1)[C@@H]23
32) CCOc1ccc(C(=O)c2cnc3ccccc3c2N2CCN(CC)CC2)cc1
Compound | 25 | 26 | 27 | 28 | 29 | 30 | 31 | 32
SENP6 inh | 64* | 1 | 5 | -14 | -1 | -13 | / | 1
SENP8 inh | / | 14 | 8 | 30 | 6 | 15 | 9 | 4
PfGluPho inh | 54 | 76* | -8 | 16 | -15 | -2 | 18 | 0
MPTP inh | / | 3.4 | -2.0 | 0.6 | -0.1 | 0.8 | -1.3 | -0.4
ATG4B inhibitor | -3 | 1 | 6 | -4 | 0 | -8 | -3 | 5
HKDC1 inhibitor | 25 | -3 | -2 | -3 | -1 | -4 | 2 | -1
GRIN3A LBD mod | -1 | -1 | 0 | 0 | -1 | 0 | 19* | -3
SENP7 inh | 12 | 4 | 1 | -9 | 6 | -3 | / | -3

33) O=S(=O)(N/N=C\c1c(F)cccc1Cl)c1ccc(Cl)cc1
34) COc1cccc(C(=O)NNC(=O)C(=O)Nc2ccc(C)c(Cl)c2)c1
35) S=c1nc[nH]c2c1ncn2-c1ccc(Cl)cc1
36) CCOc1ccc(C(C)=O)cc1CSc1nnc(-c2cccs2)n1CC1CCCO1 (stereo unspecified)
37) CSc1ccc(Cl)c(C(=O)NCCOc2cc(C(C)C)ccc2C)c1
Compound | 33 | 34 | 35 | 36 | 37
SENP6 inh | -7 | -5 | / | -8 | 4
SENP8 inh | 17 | 4 | -6 | -2 | 9
PfGluPho inh | 14 | -24 | 66* | 12 | 18
MPTP inh | -0.3 | 10 | -2.2 | 0.0 | 1.0
ATG4B inhibitor | -1 | 0 | -5 | -8 | 18
HKDC1 inhibitor | 0 | 3 | -5 | 3 | 10
GRIN3A LBD mod | -8 | 3 | 0 | 3 | 0
SENP7 inh | 4 | 3 | / | -8 | -1
